Assay outcomes: PubChem, National Center for Advancing Translational Sciences (NCATS)
Rab9 promoter act – activators of Rab9 promoter; Potency, µM (titrated, usually from 9.22 µM), inactives show top-dose activation, negative = inhibition, most hits filed as activators; 320,000 compounds, 2.8% hits; Huh7 Rab9 promoter-luciferase reporter, luminescence, 24 h; further: potency means the concentration at half of the fitted maximal effect; % of control where 0% means no effect; nearly all actives have a fitted effect of over 60% in size
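Luciferase signal after 10 min detection reagent at ambient indicates Rab9 promoter upregulation; stably transfected Huh7 cells were treated 24 h with compound in DMSO at 37 °C, 5% CO2.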
KCNH2 3.1 inh – blocks the human KCNH2 3.1 channel isoform | U2OS KCNH2 3.1, thallium flux FluxOr; hits give low values | activity change, % (tested at about 1.8 µM) | 340,000 compounds, 0.95% hits;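 active means maximum activity change below -70%; inconclusive means maximum activity change from -70% to -50%; inactive means maximum activity change above -50%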;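 further: thallium influx rate constant from kinetic fluorescence after stimulation buffer; on the % scale 0 is the no-effect control and ±100 the full control effect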
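Thallium flux read-out: FluxOr dye with Red40 quencher in HBSS/HEPES, 45 min at RT. Rate constants from kinetic reads were normalized to positive and negative DMSO controls. Cells: U2OS virally expressing the 3.1 isoform.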
FLuc counter – inhibits or activates purified firefly luciferase, miR-21 counter-screen | P08659 | purified FLuc, Km substrates, luminescence inhibition | Potency, µM (top dose mostly 57.5 µM), for inactives: top-dose activity change, negative = inhibition, hits mostly inhibitors | 360,000 compounds, 6.9% hits | AID 588342;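 further: potency means the concentration at half of the fitted maximal effect; plate controls were vehicle for no effect and reference inhibitor for full effect; nearly all actives have a fitted effect of over 55% in size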
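Biochemical qHTS of compounds, final roughly 60 µM downward over six points, against 10 nM purified firefly luciferase using Km concentrations of substrates (10 uM D-luciferin, 10 uM ATP) in Tris acetate pH 7.5 buffer; luminescence output.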
RORg inh – ROR gamma (mouse) transcription inhibition. P51450. Drosophila S2 Gal4-RORgamma UAS-luciferase reporter, 20 h. Potency, µM (titrated, usually from 53.6 µM), for inactives: top-dose activity change, negative = inhibition, actives largely listed as inhibitors. 310,000 compounds, 5.4% hits; further: potency means the concentration at half of the fitted maximal effect; on the % scale 0 is the no-effect control and ±100 the full control effect; nearly all actives have a fitted effect of over 60% in size
Target sequence (P51450 whole entry, looked up, the tested form may be a part): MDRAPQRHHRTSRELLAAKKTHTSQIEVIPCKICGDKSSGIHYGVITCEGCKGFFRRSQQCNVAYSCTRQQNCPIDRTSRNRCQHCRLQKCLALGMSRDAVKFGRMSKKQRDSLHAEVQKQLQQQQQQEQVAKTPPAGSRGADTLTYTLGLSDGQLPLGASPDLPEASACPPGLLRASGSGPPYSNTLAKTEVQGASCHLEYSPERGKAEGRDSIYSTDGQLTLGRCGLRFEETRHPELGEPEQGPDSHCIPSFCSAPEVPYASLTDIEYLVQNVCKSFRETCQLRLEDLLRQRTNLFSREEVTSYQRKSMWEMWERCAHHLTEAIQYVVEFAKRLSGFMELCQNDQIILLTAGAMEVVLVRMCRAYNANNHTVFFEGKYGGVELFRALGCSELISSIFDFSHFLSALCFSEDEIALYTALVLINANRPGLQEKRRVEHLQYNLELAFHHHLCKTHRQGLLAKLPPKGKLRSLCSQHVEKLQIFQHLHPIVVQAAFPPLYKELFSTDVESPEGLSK
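Using a luciferase readout, inhibitors were identified by reduced reporter activity in Drosophila cells coexpressing a copper-inducible Gal4–ROR gamma fusion and UAS-driven Photinus luciferase, incubated 20 hr after 700 uM copper sulfate.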
Mito fusion act – blocks mitochondrial division or promotes mitochondrial fusion | S. cerevisiae fusion-defective mutant growth rescue, CellTiterGlo 48 h | Potency, µM (top dose mostly 46.1 µM), inactives show at the top dose growth rescue (activation), usual class: activators | 320,000 compounds, 0.23% hits;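 further: potency means the concentration at half of the fitted maximal effect; % of control where 0% means no effect; nearly all actives have a fitted effect of over 45% in size; temperature-sensitive fusion mutants such as fzo1-1 at 37 °C on non-fermentable ethanol glycerol medium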
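Compounds are tested for their ability to restore growth of mitochondrial fusion-defective yeast strains at non-permissive 37C in YPEG medium over 48 hours. Viability is quantified by luciferase luminescence.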
ELG1 repair inh – ELG1-dependent DNA repair inhibition; 330,000 compounds, 2.3% hits; AID 504467; HEK293T ELG1-luciferase reporter, luminescence, 16 h; DNA damage induced by 5-fluorouridine; Potency, µM (top dose mostly 46.1 µM), without a hit: at the top dose activity change, negative = inhibition, actives largely listed as inhibitors; further: potency means the concentration at half of the fitted maximal effect; on the % scale 0 is the no-effect control and ±100 the full control effect; nearly all actives have a fitted effect of over 55% in size
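DMSO vehicle served as the neutral condition. Each well held 2,000 cells given 5-fluorouridine plus compound; after 16 hr at 37 °C/5% CO2, ONE-Glo was added and luciferase measured 30 min later.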
Menin MLL FP TR – displaces Texas Red mutant MLL peptide from human menin; Menin + Texas Red MLL mutant peptide, fluorescence polarization; Potency, µM (top dose mostly 61.6 µM), for inactives: top-dose FP activity change, negative = inhibition, most hits filed as inhibitors; 270,000 compounds, 0.23% hits; AID 1768; active means well fitted inhibition curve with a large enough effect in the polarisation, with a control signal flat, not every such curve was filed as active; inconclusive means small, poorly fitted or top-dose-only effect, or effect the other way, or a change in a side signal; inactive means no such curve, though single readings can be large or run the other way; the % refers to the polarisation; further: potency means the concentration at half of the fitted maximal effect; % of control where 0% means no effect; many of its hits are not listed in these tables
PKM2 act – increases activity of human pyruvate kinase M2; AID 1631; 260,000 compounds, 0.34% hits; purified PKM2, Kinase-Glo ATP luminescence, activation; response scale: 0% is enzyme alone, no compound; Potency, µM (titrated, usually from 57.5 µM), inactives show at the highest dose activation, hits mostly activators; further: potency means the concentration at half of the fitted maximal effect; on the % scale 0 is the no-effect control and ±100 the full control effect; nearly all actives have a fitted effect of over 55% in size
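ATP formation by purified human PK-M2, quantified via coupled luciferase luminescence after 1 h at room temperature with 0.1 mM ADP and 0.5 mM PEP final.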
VP16 counter – Gal4-VP16 reporter inhibition counter-screen. Drosophila S2 Gal4-VP16 UAS-luciferase, luminescence, 20 h. 310,000 compounds, 3.5% hits. Potency, µM (doses to about 53.6 µM), inactives show top-dose activity, negative = inhibition, most hits filed as inhibitors;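 further: Gal4-VP16 expression switched on by copper sulfate through the metallothionein promoter; potency means the concentration at half of the fitted maximal effect; on the % scale 0 is the no-effect control and ±100 the full control effect; nearly all actives have a fitted effect of over 50% in size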
MBNL1 CUG block – inhibitors of human MBNL1 binding to CUG repeat RNA | TR-FRET MBNL1-His/biotin-(CUG)12 binding, 665/545 ratio | Potency, µM (series often up to 57.5 µM), for inactives: at the top dose activity change, negative = inhibition, actives largely listed as inhibitors | 280,000 compounds, 0.036% hits | AID 2675; active means well fitted inhibition curve with a large enough effect in the signal ratio, with a control signal flat, not every such curve was filed as active; inconclusive means small, poorly fitted or top-dose-only effect, or effect the other way, or a change in a side signal; inactive means no such curve, though single readings can be large or run the other way; the % refers to the signal ratio; further: potency means the concentration at half of the fitted maximal effect; on the % scale 0 is the no-effect control and ±100 the full control effect
Target sequence (Q9NR56 whole entry, looked up): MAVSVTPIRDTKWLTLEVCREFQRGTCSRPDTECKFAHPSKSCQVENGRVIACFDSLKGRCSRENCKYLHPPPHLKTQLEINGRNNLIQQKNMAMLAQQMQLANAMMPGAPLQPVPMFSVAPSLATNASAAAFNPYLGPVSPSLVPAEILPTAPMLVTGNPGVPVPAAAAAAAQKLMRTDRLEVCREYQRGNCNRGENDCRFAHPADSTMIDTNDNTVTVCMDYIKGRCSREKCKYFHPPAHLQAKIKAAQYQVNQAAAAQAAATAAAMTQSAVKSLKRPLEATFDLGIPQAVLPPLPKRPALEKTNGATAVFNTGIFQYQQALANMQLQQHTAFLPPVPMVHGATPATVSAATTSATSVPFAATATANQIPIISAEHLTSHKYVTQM
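Compound titration spanned 92 nM–58 uM against the MBNL1-His/biotin-(CUG)12 complex. After 60 min at room temperature with 5 nM streptavidin-XL665 and 0.055 ng/ul terbium anti-His, ratiometric 665/545 nm emission (Ex 340 nm) normalized to controls.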
NPC1 promoter act – activates the NPC1 promoter. Potency, µM (top dose mostly 9.22 µM), without a hit: top-dose activation, usual class: activators. 320,000 compounds, 2.4% hits. Huh7 NPC1 promoter luciferase reporter, 24 h;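 further: potency means the concentration at half of the fitted maximal effect; % of control where 0% means no effect; nearly all actives have a fitted effect of over 60% in size; reporter is driven by a mutant NPC1 promoter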
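Luminescence read-out of NPC1 promoter-driven luciferase in stably transfected Huh7 cells; compounds delivered in DMSO and left 24 h at 37C, 5% CO2, qHTS titration format.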
Starred values were filed as active, the others as inactive; ? = inconclusive; . = no result given. Unless noted, the call rests on the fitted dose curve; in most records, active means well fitted curve in the direction sought with a large enough effect; inconclusive means small, poorly fitted or top-dose-only effect, or another doubt; inactive means no such curve, though single readings can be large; an effect the other way counts as inactive or inconclusive. The list is partial (hit frequency here may not be typical).

Values run as follows: PKM2 act | ELG1 repair inh | MBNL1 CUG block | KCNH2 3.1 inh | RORg inh | NPC1 promoter act | Mito fusion act | Rab9 promoter act | VP16 counter | FLuc counter | Menin MLL FP TR
Cc1ccc(S(=O)(=O)NC2(C(F)(F)F)NC(=O)N(c3ccccc3F)C2=O)cc1 (centres undefined)
    -11% | -8% | 1% | 3 | -12% | -4% | -9% | -1% | -15% | 2% | 21%
C#CCSc1nc(Cc2ccc(Cl)cc2)nc2ccccc12
    1% | 15% | 10% | -13 | 2% | 4% | 2% | 3% | -5% | 2% | 0%
COc1ccccc1NC(=O)Cn1ccn(-c2cccc3ccccc23)c(=O)c1=O
    . | -21% | . | 13 | . | 0% | -6% | 1% | . | 6% | .
O=C(NC1CC(=O)N(c2ccc(Cl)cc2)C1)N1CCN(C(=O)c2ccco2)CC1 (centres undefined)
    . | -4% | . | -46 | . | 1% | -8% | -3% | . | 8% | .
COc1cc(/C=N/N2C(=O)C3C4c5ccccc5C(c5ccccc54)C3C2=O)ccc1O (centres undefined)
    -12% | ? | ? | 0 | 33% | -7% | 3% | 0% | ? | 0% | -16%
C/C(N)=C(/C#N)C(=O)COC(=O)c1ccc(OCC2CCCO2)cc1 (centres undefined)
    2% | ? | -2% | -13 | 20% | 23% | -4% | 9% | -14% | ? | 15%
COc1cc(S(=O)(=O)Nc2ccc(C)cc2)ccc1N=Cc1c(C)[nH]n(-c2ccc(C)cc2)c1=O
    -32% | -4% | . | -5 | -1% | -2% | -8% | -2% | -10% | -4% | ?
CCC(C)c1ccc(N(C(=O)c2ccco2)C(C(=O)NC2CCCC2)c2cccnc2)cc1 (centres undefined)
    . | ? | -6% | 1 | ? | 25% | 9% | 19% | ? | ? | -22%
COc1ccc(C(=O)NNC(=O)CSc2nnnn2-c2cc(OC)cc(OC)c2)cc1
    . | 8% | -3% | 8 | -2% | 1% | -3% | 0% | ? | -2% | 7%
Cc1cc(C)c(NC(=O)c2ccccc2N(C)S(C)(=O)=O)c(C)c1
    6% | 1% | 2% | 11 | -1% | -1% | -5% | -4% | -10% | 6% | .
CCOC(=O)C1CCCN(c2c(Nc3ccc(C)c(C)c3)c(=O)c2=O)C1 (centres undefined)
    -2% | -15% | -26% | -10 | -3% | 10% | 4% | -2% | -4% | 14% | -24%
O=c1[nH]cn[nH]1
    -1% | 15% | -10% | -1 | -29% | -5% | 0% | -2% | 1% | 0% | 0%
CC(NS(=O)(=O)c1ccc(Br)cc1)C(=O)NCC1CCCO1 (centres undefined)
    0% | 3% | -3% | 10 | -14% | -1% | -6% | 2% | 1% | 2% | -5%
Cc1cccc(C(=O)Nc2nnc(Cc3ccccc3)s2)c1
    0% | 13% | -7% | -8 | -6% | -4% | -4% | 3% | -4% | -10% | -5%
CC(=O)N1CCN(Cc2nc3cc(NC(=O)c4ccccc4C)ccc3n2C)CC1
    13% | -9% | -1% | -2 | -22% | -2% | 1% | -5% | -8% | -17% | -13%
CCCn1cc(S(=O)(=O)c2ccc(C)cc2)c(=O)c2cc(OC)ccc21
    . | 13% | -2% | 4 | 9% | 0% | 11% | -3% | 20% | 0% | -7%
Cc1nnsc1-c1c(C(=O)O)c(C)nn1-c1ccc(OC(F)(F)F)cc1
    -7% | 11% | . | -6 | 21% | 1% | -10% | 0% | -14% | -1% | .
Cc1cccc(C(=O)Nc2ccccc2C(=O)OCc2c(C)noc2C)c1
    7% | ? | -5% | -24 | -5% | -4% | 11% | -2% | 0% | -2% | 2%

Five entries from above, in CSV form.
molecule,PKM2 act,ELG1 repair inh,MBNL1 CUG block,KCNH2 3.1 inh,RORg inh,NPC1 promoter act,Mito fusion act,Rab9 promoter act,VP16 counter,FLuc counter,Menin MLL FP TR
O=C(NC1CC(=O)N(c2ccc(Cl)cc2)C1)N1CCN(C(=O)c2ccco2)CC1 (centres undefined),.,-4%,.,-46,.,1%,-8%,-3%,.,8%,.
COc1cc(S(=O)(=O)Nc2ccc(C)cc2)ccc1N=Cc1c(C)[nH]n(-c2ccc(C)cc2)c1=O,-32%,-4%,.,-5,-1%,-2%,-8%,-2%,-10%,-4%,?
CC(=O)N1CCN(Cc2nc3cc(NC(=O)c4ccccc4C)ccc3n2C)CC1,13%,-9%,-1%,-2,-22%,-2%,1%,-5%,-8%,-17%,-13%
CCC(C)c1ccc(N(C(=O)c2ccco2)C(C(=O)NC2CCCC2)c2cccnc2)cc1 (centres undefined),.,?,-6%,1,?,25%,9%,19%,?,?,-22%
C/C(N)=C(/C#N)C(=O)COC(=O)c1ccc(OCC2CCCO2)cc1 (centres undefined),2%,?,-2%,-13,20%,23%,-4%,9%,-14%,?,15%

In the list so far, two have an aryl thioether with sulfur outside any ring:
Values run as follows: PKM2 act | ELG1 repair inh | MBNL1 CUG block | KCNH2 3.1 inh | RORg inh | NPC1 promoter act | Mito fusion act | Rab9 promoter act | VP16 counter | FLuc counter | Menin MLL FP TR
C#CCSc1nc(Cc2ccc(Cl)cc2)nc2ccccc12
    1% | 15% | 10% | -13 | 2% | 4% | 2% | 3% | -5% | 2% | 0%
COc1ccc(C(=O)NNC(=O)CSc2nnnn2-c2cc(OC)cc(OC)c2)cc1
    . | 8% | -3% | 8 | -2% | 1% | -3% | 0% | ? | -2% | 7%
